IDE cell activ: boosts human insulin-degrading enzyme activity in HEK cells. P14735. FAbeta-B cleavage, fluorescence polarization; 0% vehicle, 100% cell-free pure enzyme wells. activation, % at 5.96 µM. actives 0.073% (n = 340,000). AID 493087;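 active = activation above the mean of all tested compounds plus 3 SD, set per screening campaign, cut at about 17% in these data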
MEKK3 PB1 HTS: MEKK3-MEK5 PB1 interaction, increase or decrease. actives 1.4% (n = 290,000). binding response (% of control), % at 10 µM. AID 1529. bead-based flow cytometry, Alexa488-MEK5 binding to MEKK3; actives lie on both sides; 0 = blocked by unlabeled MEK5, 100 = vehicle;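 active = binding response more than 3 SD above or below the average of its plate-row segment, actives on both sides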;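 note: Alexa488 bead fluorescence after subtracting the streptavidin-only scavenger bead signal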
NALP1 inh: blocks the NALP1 inflammasome reconstituted in yeast; S. cerevisiae NALP1/ASC/caspase-1 growth, X-gal OD620, 72 h; inhibition, % at 10 µM; actives 0.61% (n = 280,000); AID 2071; in the data active = inhibition mostly above about 24%, no sharp cut-off; inactive = mostly below about 32%; note: some compounds called inactive have numbers as strong as hits
MEKK2mut PB1 HTS: signal of MEK5 binding to mutant human MEKK2 PB1 domain; actives 0.35% (n = 290,000); percent response, % at 10 µM; bead flow cytometry, Alexa488-MEK5 binding to MEKK2 mutant; AID 1530; in the data active = percent response above about 24%, passing the limit was not always enough; note: inactives centre near 1; some results filed as inactive read as strong as hits; reference of the scale not given here
MEKK2wt PB1 HTS: raises or lowers MEK5 binding to wildtype human MEKK2 PB1 domain | AID 1531 | binding response (% of control), % at 10 µM | actives 1.1% (n = 290,000) | bead flow cytometry, Alexa488-MEK5 binding to MEKK2 WT; actives lie on both sides; in the data active = binding response below about 67% or above about 130%
p-CIP stab down: p/CIP protein destabilization. Q05BA5. F442A p/CIP-EGFP cells, EGFP fluorescence, 16 h. decrease of EGFP signal, % at 10 µM. actives 0.01% (n = 290,000). AID 1984;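 active = EGFP signal decrease of at least 30% at 10 µM or well 3 SD below plate mean, unless failing retest; inactive = the rest, including hits failing retest or dose response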; note: some compounds called inactive have numbers as strong as hits; many of its hits are not listed in these tables
Target sequence (Q05BA5 1-1403): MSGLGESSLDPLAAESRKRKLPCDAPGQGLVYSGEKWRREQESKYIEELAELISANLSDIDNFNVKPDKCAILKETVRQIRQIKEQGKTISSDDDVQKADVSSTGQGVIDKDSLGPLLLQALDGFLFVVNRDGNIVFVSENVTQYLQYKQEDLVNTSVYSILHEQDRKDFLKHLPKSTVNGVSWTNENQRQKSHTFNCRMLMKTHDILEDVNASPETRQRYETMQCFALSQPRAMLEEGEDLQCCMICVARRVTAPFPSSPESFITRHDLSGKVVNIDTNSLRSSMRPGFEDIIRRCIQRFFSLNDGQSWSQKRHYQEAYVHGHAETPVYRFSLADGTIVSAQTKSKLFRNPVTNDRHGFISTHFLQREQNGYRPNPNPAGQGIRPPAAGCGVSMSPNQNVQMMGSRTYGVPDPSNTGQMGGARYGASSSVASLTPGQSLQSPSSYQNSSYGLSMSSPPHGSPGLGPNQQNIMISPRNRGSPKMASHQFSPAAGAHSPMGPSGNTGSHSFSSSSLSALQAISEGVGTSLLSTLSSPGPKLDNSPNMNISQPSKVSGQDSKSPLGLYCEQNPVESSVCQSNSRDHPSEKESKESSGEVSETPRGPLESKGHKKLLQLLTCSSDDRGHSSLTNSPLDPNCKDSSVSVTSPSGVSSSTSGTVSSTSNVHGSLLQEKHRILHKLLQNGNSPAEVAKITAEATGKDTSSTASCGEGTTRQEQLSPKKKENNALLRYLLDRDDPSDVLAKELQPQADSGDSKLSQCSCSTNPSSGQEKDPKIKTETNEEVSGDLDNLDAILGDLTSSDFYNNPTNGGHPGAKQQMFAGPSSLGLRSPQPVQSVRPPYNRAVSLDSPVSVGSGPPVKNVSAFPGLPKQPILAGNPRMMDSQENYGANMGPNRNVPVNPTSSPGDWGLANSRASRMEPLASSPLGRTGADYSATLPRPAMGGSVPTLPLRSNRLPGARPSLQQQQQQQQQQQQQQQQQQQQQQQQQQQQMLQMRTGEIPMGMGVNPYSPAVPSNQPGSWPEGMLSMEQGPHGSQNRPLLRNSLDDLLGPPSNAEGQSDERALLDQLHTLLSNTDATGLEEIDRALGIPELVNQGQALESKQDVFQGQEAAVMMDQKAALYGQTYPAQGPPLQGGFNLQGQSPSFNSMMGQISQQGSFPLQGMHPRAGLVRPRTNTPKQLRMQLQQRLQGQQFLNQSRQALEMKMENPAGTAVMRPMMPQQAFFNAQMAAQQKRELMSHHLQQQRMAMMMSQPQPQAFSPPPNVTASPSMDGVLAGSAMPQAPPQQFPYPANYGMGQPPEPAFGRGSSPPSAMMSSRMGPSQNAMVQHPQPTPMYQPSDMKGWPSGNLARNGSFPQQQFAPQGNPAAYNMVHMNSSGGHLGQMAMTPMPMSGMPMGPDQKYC
SUMO HTRF inh: SUMOylation inhibition; inhibition, % at 35 µM; HTRF SUMOylation assay, SAE1/SAE2 + UBC9, in vitro; actives 0.36% (n = 290,000); AID 2006; P63279; in the data active = inhibition above about 50%, passing the limit was not always enough; note: strong numbers were not always called active
IDE inh: inhibits human insulin-degrading enzyme in HEK cells | FAbetaB cleavage, fluorescence polarization | P14735 | inhibition, % at 5.59 µM | actives 0.41% (n = 320,000);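 active = percent inhibition above the average of all tested compounds plus 3 SD, set per screening campaign, cut at about 16% in these data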;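 note: IDE supplied by intact live HEK cells; FP after avidin binding of uncleaved biotin substrate so inhibition keeps polarization high; 0% = DMSO wells and 100% = 60 µM reference IDE inhibitor Ii1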
M18AAP inhibitor: blocks P. falciparum M18 aspartyl aminopeptidase. recombinant PfM18AAP, H-Glu-NHMec fluorogenic cleavage. inhibition, % at 7.35 µM. actives 1.2% (n = 290,000). AID 1822;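 active = inhibition above the campaign mean inhibition over all tested compounds plus 3 SD, cut at about 28% in these data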;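 note: 0% = plate median of test compound wells and 100% = 2 mM ZnCl2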
* hit, by the source's call; x = no result given; & = joins results of further samples; [ ] = dose if it differs, or a comment.

IDE cell activ | MEKK3 PB1 HTS | NALP1 inh | MEKK2mut PB1 HTS | MEKK2wt PB1 HTS | p-CIP stab down | SUMO HTRF inh | IDE inh | M18AAP inhibitor | SMILES
3 | 102 | 6 | 11 | 103 | -15 | 0 | 1 | -7 | CNC(=O)c1sccc1SCc1c(Cl)cccc1Cl
0 | 107 | 20 | 8 | 106 | -1 | 21 | 1 | -3 | Cc1cc(C)n2nc(SCCOc3ccc(F)cc3)nc2n1
-7 | 86 | 6 | -4 | 89 | 2 | -6 | 11 | 26 | S=c1[nH]nc(-c2cccc(Cl)c2)n1CCN1CCCCC1
2 | 105 | 18 | 5 | 108 | -1 | 5 | 3 | -7 | COc1ccc(Nc2nc(NCCN3CCOCC3)nc(Nc3ccc(OC)cc3)n2)cc1
-4 | 97 | -1 | 4 | 99 | -2 | -5 | 3 | 1 | CCC(=O)Nc1cc(-c2nnc(OC)c3ccccc23)ccc1N1CCOCC1
-4 | 93 | 11 | -4 | 90 | -89 | 18 | 10 | -1 | CCOC(=O)c1sc2cc([N+](=O)[O-])cc(SCCO)c2c1N
8 | 98 | 2 | 4 | 101 | -6 | 13 | 0 | 0 | O=C(O)CC1S/C(=N\N=C2CCCCCC2)N(c2ccccc2)C1=O (stereo not drawn)
-1 | 92 | 6 | 0 | 95 | -17 | 1 | 6 | 37* | Cc1ccc2oc(=O)c(/C=C(\O)c3cccs3)nc2c1
1 | 102 | 5 | 9 | 104 | -3 | -11 | 3 | 2 | COc1ccc(C)cc1NC(=O)CCCN1C(=O)C2CC=CCC2C1=O (stereo not drawn)
-8&-6 | 94&107 | 18 | 4&3 | 92&110 | -3 | -6 | 3&5 | -1 | Cc1nnc(SCC2=C(C(=O)O)N3C(=O)[C@@H](NC(=O)Cn4cnnn4)[C@H]3SC2)s1

(list continues)
IDE cell activ | MEKK3 PB1 HTS | NALP1 inh | MEKK2mut PB1 HTS | MEKK2wt PB1 HTS | p-CIP stab down | SUMO HTRF inh | IDE inh | M18AAP inhibitor | SMILES
-8 | 101 | 7 | -3 | 99 | -5 | x | 3 | 2 | COc1ccccc1/C=C/C(=O)NCC(=O)N=Nc1c(O)[nH]c2ccccc12
4 | 107 | 1 | 1 | 103 | -2 | 9 | -2 | -2 | CCOC(=O)c1nnn(CC(=O)N2N=C(c3ccc(Cl)cc3)CC2c2ccccc2)c1C(=O)OCC (stereo not drawn)
8 | 92 | -18 | -8 | 89 | -2 | 19 | 0 | 2 | C=CCn1c(C)cc(C(=O)CSc2n[nH]c(N)n2)c1C
1 | 105 | 1 | 2 | 101 | 3 | -14 | 8 | 11 | Cc1ccc(C)c(NS(=O)(=O)c2ccc(OCC(=O)NCc3ccccn3)cc2)c1
5 | x | 19 | x | x | 7 | 3 | 6 | -9 | CCN(CC)c1ccc(NC(=O)OC)cc1
6 | 100 | 7 | 2 | 104 | -3 | 6 | -1 | -14 | Cc1ccc(Cn2c(=N)n(CC(O)c3ccco3)c3ccccc32)cc1 (stereo not drawn)
6 | 101 | -7 | 1 | 100 | -12 | -21 | -1 | -4 | CCCNC(=O)C(=O)NCCC1=CCCCC1
-4 | 99 | 5 | 1 | 104 | 5 | -2 | 8 | 4 | O=C(Cn1cnc2sc3c(c2c1=O)CCCC3)NCC(=O)Nc1ccccc1F
4 | 96 | 19 | -1 | 97 | 0 | 4 | 6 | 11 | CC1Cc2ccccc2N1C(=O)CSc1nc2ccccc2n1CC(=O)N1CCOCC1 (stereo not drawn)
3 | 96 | 27 | 4 | 100 | -3 | -14 | 1 | 19 | Oc1ccc(N2CCN(C(=S)NCCc3ccccc3)CC2)cc1

More records.
IDE cell activ | MEKK3 PB1 HTS | NALP1 inh | MEKK2mut PB1 HTS | MEKK2wt PB1 HTS | p-CIP stab down | SUMO HTRF inh | IDE inh | M18AAP inhibitor | SMILES
1 | 104 | 5 | 3 | 97 | 4 | -3 | -1 | 9 | Nc1ccc(-n2nncc2-c2ccc(Cl)cc2)cc1
4 | 105 | -18 | 5 | 108 | 2 | 9 | 0 | -1 | Cc1ccc(S(C)=O)cc1-n1c(=O)n(Cc2ccccc2)c(=O)c2[nH]cnc21 (stereo not drawn)
2 | 83 | 18 | -16 | 87 | 4 | -6 | -4 | -3 | COc1ccc(C(=O)NCc2nnc(SCC(=O)Nc3cccc(F)c3)o2)cc1
4 | 101 | 0 | 3 | 99 | -1 | 9 | 9 | 1 | O=S(=O)(/N=C(/c1ccccc1)N1CCOCC1)c1ccc(Br)cc1
9 | 96 | 7 | -5 | 97 | -3 | 0 | -2 | 6 | CC(Oc1ccccc1)C(=O)NC1=NCCS1 (stereo not drawn)
1 | 104 | -15 | 2 | 105 | -115 | 7 | 1 | -18 | O=C(c1ccc(Cl)cc1)C1CCN(C(=O)c2ccc(F)cc2)CC1
0 | 102 | 34 | 0 | 103 | -12 | 25 | 4 | -4 | Cc1cc2c(c(=O)n1CCN(C)C)C(c1ccc(Br)cc1)C(C#N)=C(N)O2 (stereo not drawn)
2 | 102 | 20 | 9 | 117 | 2 | 1 | 3 | -6 | Nc1nc(Nc2ccccc2)nc2ccccc12
-8 | 99 | 40 | 9 | 109 | -10 | -6 | 5 | 0 | O=C(Cc1ccccc1)Nc1c[nH]c(=O)[nH]c1=O
x | 106 | 4 | 8 | 108 | 1 | 20 | -2 | 1 | O=C(O)C1CN(c2nc(Cl)ccc2[N+](=O)[O-])C1

Continuation:
IDE cell activ | MEKK3 PB1 HTS | NALP1 inh | MEKK2mut PB1 HTS | MEKK2wt PB1 HTS | p-CIP stab down | SUMO HTRF inh | IDE inh | M18AAP inhibitor | SMILES
4 | 92 | 21 | -9 | 89 | 14 | 16 | -3 | 0 | O=C1COc2ccc(C(=O)COC(=O)Cc3ccccc3F)cc2N1
1 | 103 | 6 | 5 | 108 | 3 | -18 | 0 | 0 | CN(C)c1ccc(Nc2ncnc3ccc(Br)cc23)cc1
3 | 103 | -9 | 5 | 106 | 1 | -4 | -1 | 3 | COc1ccccc1N1CCN(C(=O)C2CCN(S(=O)(=O)c3ccc(C)cc3)CC2)CC1
3 | 98 | 5 | 0 | 103 | 0 | -3 | 5 | -6 | COc1ccc(NC(=O)COC(=O)[C@@H]2CCCN2C(=O)c2cccs2)cc1
7 | 112 | 7 | 0 | 111 | -4 | 8 | 4 | 5 | COc1ccc(C(=O)Nc2cccc(-c3ccc4nncn4n3)c2)cc1OC
2 | 48*[inhibitor] | 25 | -24 | 68 | -16 | -1 | 3 | -2 | CCN1CCN(c2c(Cl)cccc2NC(=O)c2ccc3c(c2)OCCO3)CC1
x | 102 | 25 | 0 | 100 | -11 | -5 | 1 | 0 | O=C(Cn1nnc2ccccc2c1=O)NCCc1ccc(F)cc1
0 | 100 | 17 | 2 | 99 | 1 | 11 | -1 | 3 | COc1cc(COc2ccc3c(C)c(CCC(=O)O)c(=O)oc3c2)cc(OC)c1OC
6 | 103 | -3 | -1 | 108 | -18 | 8 | 2 | -5 | COC(=O)C(Cc1cncn1COCc1ccccc1)NC(=O)OC(C)(C)C (stereo not drawn)
0 | 103 | 4 | 0 | 100 | -9 | 1 | -2 | -1 | Cc1cccc(NC(=O)c2cccc(OC(=S)N3CCOCC3)c2)c1

Next part:
IDE cell activ | MEKK3 PB1 HTS | NALP1 inh | MEKK2mut PB1 HTS | MEKK2wt PB1 HTS | p-CIP stab down | SUMO HTRF inh | IDE inh | M18AAP inhibitor | SMILES
2 | 103 | 5 | -2 | 98 | 10 | -19 | 6 | 2 | COc1ccc(C(C(=O)NCc2ccccc2)N(Cc2ccco2)C(=O)c2snc(C(N)=O)c2N)cc1 (stereo not drawn)
1 | 103 | 25 | -1 | 103 | -1 | -9 | 5 | 11 | C/C(=N\NC(=O)C(=O)Nc1cccc(Cl)c1C)c1ccncc1
-4 | 103 | -17 | 6 | 98 | 3 | 11 | x | -8 | CC(=C\c1ccccc1)/C=C1/SC(=S)N(C(C(=O)O)C(C)C)C1=O (stereo not drawn)
2 | 100 | 15 | 3 | 104 | -4 | 10 | 0 | 0 | CCc1nonc1NC(=O)c1oc2ccc(Br)cc2c1C
4 | 111 | 12 | 15 | 114 | -6 | 2 | -3 | 0 | CCOC(=O)c1ccc(OCCOc2cccc(C)c2)cc1
2 | 111 | 1 | -2 | 93 | -22 | 8 | 3 | 7 | O=C1N=C(N2CCCC2)S/C1=C\c1ccccc1
-1 | 103 | -14 | -2 | 103 | 14 | -6 | 6 | -7 | CC(NC(=O)CNC(=O)c1sc2ccccc2c1Cl)c1cccnc1 (stereo not drawn)
1 | 102 | -28 | 4 | 97 | -5 | -10 | 7 | -2 | COc1ccccc1N1CCN(/N=C/C=C\c2ccco2)CC1
3 | 110 | -15 | 8 | 107 | 8 | 5 | 1 | 3 | Cc1ccc(/C=C(\C#N)C(=O)Nc2cccc(C)n2)cc1
-2 | 98 | 6 | 0 | 100 | -7 | 13 | -3 | -6 | CCN(CC)C(=O)CSc1nnc(-c2ccccc2)o1

(cont.)
IDE cell activ | MEKK3 PB1 HTS | NALP1 inh | MEKK2mut PB1 HTS | MEKK2wt PB1 HTS | p-CIP stab down | SUMO HTRF inh | IDE inh | M18AAP inhibitor | SMILES
1 | 101 | 21 | -5 | 96 | 6 | -22 | 13 | -7 | CCn1cc(C(=O)NCc2ccc(Cl)cc2)c(=O)c2cc(S(=O)(=O)N(C)C)ccc21
-9 | 101 | 6 | 2 | 96 | -4 | 31 | -3 | 1 | Cc1ccc(-c2csc(-c3ccncc3)n2)cc1
8 | 85 | 7 | -4 | 88 | 6 | 0 | -1 | -10 | COc1ccc(/C=C2\CCCC3C2=NN(C(=O)c2scnc2C)C3c2ccc(OC)cc2)cc1 (stereo not drawn)
6 | 101 | -2 | -8 | 95 | 1 | -14 | 3 | -7 | CCc1cccc(NS(=O)(=O)c2ccc3c(c2)CCC(=O)N3)c1
-2 | 99 | 15 | -9 | 89 | -19 | 5 | 0 | 9 | COc1ccc(-c2nc(CN(CC3CCC(=O)N3)C(C)C)c(C)o2)c(C)c1C (stereo not drawn)
2 | 100 | 21 | 5 | 107 | -43 | 3 | 2 | 9 | CCn1cc(Br)c(C(=O)NN)n1
4 | 98 | 15 | -2 | 100 | -10 | 14 | 4 | 0 | Cc1nc2c(C(=O)NCc3ccc4c(c3)OCO4)c[nH]n2c(=O)c1Cl
7 | 88 | -26 | -3 | 96 | -14 | 9 | 1 | 2 | Cc1ccc(-c2nn(C)c(=O)c3ccccc23)cc1CO
5 | 110 | 1 | 13 | 113 | -8 | 15 | -3 | 4 | CCOc1ccc(CN2CCN(C(=O)c3ccco3)CC2)cc1
0 | 106 | 25 | 7 | 109 | -5 | -3 | -1 | -1 | C=CCn1c(N)c(C(=O)N2CCOCC2)sc1=S
-4 | 111 | 12 | 8 | 111 | 0 | 6 | 4 | -5 | COCCCNC(=O)CNC(=O)c1nn(-c2ccc(OC)cc2)c(=O)c2ccccc12
4 | 101 | 0 | 4 | 104 | -11 | 6 | -1 | 3 | Cc1ccc(C(=O)O)c(C(=O)Nc2nc3ccccc3s2)c1
1 | 95 | -40 | -7 | 95 | -16 | 11 | -6 | 1 | CCC(C)NC(=O)C1CCC(CNS(=O)(=O)c2ccc3c(c2)CC(C)N3C(=O)C2CC2)CC1 (stereo not drawn)

Bioassay records as filed in PubChem.

These rows are one share of the data (hit frequency here may not be typical).
